# M. tuberculosis – growth inhibition of non-replicating M. tuberculosis (AID 488890) | Mycobacterium tuberculosis non-replicating, growth inhibition; higher % means a stronger effect | inhibition, % at 25 µM; hits with a dose series show IC50 in µM | 320,000 compounds, 0.39% hits; in the data active = a potency from the dose series; inconclusive = inhibition mostly from about 82% at the one dose, without a potency; inactive = the rest, 99 in 100 with inhibition below about 76%;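 also: plate controls were DMSO cells for no effect and high antibiotic wells for full effect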
# PhoP GFP inhibition – PhoP regulon inhibitors, Salmonella typhi PhoP promoter GFP reporter, confirmatory (AID 1850). Salmonella Typhi PhoP-promoter GFP reporter, fluorescence, 4 h; higher % means a stronger effect. one-dose inhibition, % at 50 µM; IC50 in µM for titrated hits. 310,000 compounds, 0.33% hits; in the data active = a potency from the dose series; inconclusive = inhibition mostly from about 25% at the one dose, without a potency; inactive = the rest, 99 in 100 with inhibition below about 19%;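 also: 0% = induced wells with vehicle and 100% = uninduced wells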
# H37Rv inhibition – M. tuberculosis growth inhibition, HTS (AID 449762); M. tuberculosis H37Rv growth inhibition, 7H9 media; higher % means a stronger effect; inhibition, % at 25 µM; hits with a dose series show IC50 in µM; 330,000 compounds, 0.59% hits; in the data active = a potency from the dose series; inconclusive = inhibition above about 70% without an active follow-up result;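 also: bacterial growth assessed after seven days of incubation; strong numbers were not always called active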
# VEEV TC-83 Vero – inhibitors of VEEV TC-83 cytopathic effect, confirmation, Vero cells (AID 588727) | inhibition, % at 20 µM, or IC50 in µM where a hit was titrated | 350,000 compounds, 0.13% hits | Vero cells, VEEV TC-83 cytopathic effect inhibition; higher % means a stronger effect; in the data active = a potency from the dose series; inconclusive = inhibition mostly from about 14% at the one dose, without a potency; inactive = the rest, 99 in 100 with inhibition below about 12%; also: strong numbers were not always called active
# influenza NS1A – H1N1 influenza NS1A inhibitors, functional cell based assay (AID 504329) | NS1A functional cell-based assay, percent inhibition; higher % means a stronger effect | one-dose inhibition, % at 12.5 µM; IC50 in µM for titrated hits | 340,000 compounds, 0.3% hits; in the data active = a potency from the dose series; inconclusive = inhibition above about 27% without an active follow-up result; also: strong numbers were not always called active
# Active calls of the source: *; i = inactive; ? = inconclusive; · = no result given.
smiles	M. tuberculosis	PhoP GFP inhibition	H37Rv inhibition	VEEV TC-83 Vero	influenza NS1A
O=c1cc(O)n(-c2ccccc2F)c(=S)[nH]1	-3%	-12%	-4%	0.3%	-5%
Cc1cccc(-c2nc3c(s2)CCc2onc(-c4ccc(Br)cc4)c2-3)c1	-1%	-29%	-1%	1.7%	-1%
Cc1nc(N2CCN(c3ccc(Cl)cc3)CC2)[nH]c(=O)c1C	10%	-10%	2%	0.3%	-7%
COc1ccc(NC(=O)c2ccco2)cc1S(=O)(=O)N1CCOCC1	-6%	5%	-3%	0.8%	-6%
Cc1ccc([N+](=O)[O-])cc1S(=O)(=O)NCC1COc2ccccc2O1 (stereo unspecified)	13%	-8%	7%	2.0%	6%
COCCN(C(=O)c1ccco1)c1nc(-c2ccccc2)cs1	31%	0%	9%	i	5%
COc1cnc(-c2ccccn2)nc1Oc1ccccc1Cl	?	2%	?	i	-6%
Nn1c(SCC(=O)Nc2cccc(F)c2)nnc1C1CCCCC1	11%	1%	7%	3.0%	2%
O=C(OCC1CC(c2ccccc2Cl)=NO1)c1ccc(Br)cc1 (stereo unspecified)	30%	-4%	18%	1.2%	-2%
CC1CN(C(=O)CSc2nnc(-c3ccncc3)n2-c2ccccc2)CC(C)O1 (stereo unspecified)	-11%	-6%	7%	0.7%	8%
O=C(Nc1ccc(CN2CCOCC2)cc1)c1cccc(F)c1	-5%	-5%	0%	1.1%	4%
CCOC(=O)Cc1nn(CC)c(=O)c2ccccc12	-1%	1%	-6%	1.6%	-3%
CCC(C)NC(=O)c1cc(-c2cccs2)nc2ccccc12 (stereo unspecified)	-7%	-11%	-7%	2.0%	-7%
COc1ccc(C2=Nn3c([n+](C)c4ccccc43)SC2)cc1	15%	2%	3%	i	-8%
COc1cc2c(cc1OC)CN(C(=O)/C=C/c1cccs1)CC2	14%	-2%	0%	12%	3%
COc1ccc(S(=O)(=O)N(C)CC(=O)NC2CCCCC2)cc1Cl	5%	3%	4%	i	17%
Cc1[nH]nc2c1C(c1cccs1)C1=C(CC(C)(C)CC1=O)N2 (stereo unspecified)	-1%	5%	-4%	1.1%	-2%
CCn1c(SCC(=O)Nc2ccc(F)cc2)nnc1-c1cnccn1	33%	-4%	-4%	3.1%	1%
CS(=O)(=O)NNC(=O)c1csc(Cc2c(Cl)sc3ccc(Cl)cc23)n1	-8%	3%	-1%	0.3%	0%
CC(NC(=O)CSc1nnc2n1CCCCC2)c1ccccc1Cl (stereo unspecified)	-10%	·	5%	1.5%	-5%

# 2 entries from above in a different format:
# Values in the order – M. tuberculosis | PhoP GFP inhibition | H37Rv inhibition | VEEV TC-83 Vero | influenza NS1A
Cc1nc(N2CCN(c3ccc(Cl)cc3)CC2)[nH]c(=O)c1C
 : 10% | -10% | 2% | 0.3% | -7%
COCCN(C(=O)c1ccco1)c1nc(-c2ccccc2)cs1
 : 31% | 0% | 9% | i | 5%

# Remaining list, next part
smiles	M. tuberculosis	PhoP GFP inhibition	H37Rv inhibition	VEEV TC-83 Vero	influenza NS1A
O=C(CCCn1c(SCC(=O)Nc2ccccc2C(F)(F)F)nc2ccccc2c1=O)NCC1CCCO1 (stereo unspecified)	17%	-13%	-2%	0.9%	3%
COc1cc2c(cc1OC)C(C(=O)NCCN1CCOCC1)C1c3ccccc3CCN1C2=O (stereo unspecified)	1%	-3%	-9%	i	4%
O=c1cc(CN2CCCCCC2)nc2sccn12	-7%	-2%	20%	i	16%
CCOC(=O)c1c(C)[nH]c(C(=O)CN2C(=O)C(=O)N(CC(C)C)C2=O)c1C	5%	-1%	-3%	3.3%	10%
Cc1ccc(C)c(NC(=O)Cc2nc(CNCC(C)C)cs2)c1	-2%	-1%	3%	0.2%	9%
CC1CCCC(NC(=O)COC(=O)CN2C(=O)C3CCCCC3C2=O)C1C (stereo unspecified)	-2%	-5%	5%	i	5%
Cc1ccc2c(c1)C(=O)CC(O)(C(F)F)O2 (stereo unspecified)	71%	10%	6%	3.6%	8%
CS(=O)(=O)c1ccc(Cl)c(NC(=O)Cc2c(Cl)cccc2Cl)c1	8%	-10%	-3%	i	-11%
CCCn1c(SCC(=O)NCc2ccc(OC)cc2)n[nH]c1=O	-6%	8%	-5%	7.0%	4%
CC1=NN(C(C#N)c2ccc(F)cc2)C(C)(C)C1 (stereo unspecified)	6%	-8%	-5%	1.0%	-5%

# Rewritten with each value named: part of the list above
COc1cc2c(cc1OC)C(C(=O)NCCN1CCOCC1)C1c3ccccc3CCN1C2=O (stereo unspecified)
  M. tuberculosis = 1% | PhoP GFP inhibition = -3% | H37Rv inhibition = -9% | VEEV TC-83 Vero = i | influenza NS1A = 4%
CC1=NN(C(C#N)c2ccc(F)cc2)C(C)(C)C1 (stereo unspecified)
  M. tuberculosis = 6% | PhoP GFP inhibition = -8% | H37Rv inhibition = -5% | VEEV TC-83 Vero = 1.0% | influenza NS1A = -5%

# Some entries already given with just influenza NS1A and VEEV TC-83 Vero:
SMILES | influenza NS1A | VEEV TC-83 Vero
CS(=O)(=O)c1ccc(Cl)c(NC(=O)Cc2c(Cl)cccc2Cl)c1 | -11% | i
CCCn1c(SCC(=O)NCc2ccc(OC)cc2)n[nH]c1=O | 4% | 7.0%
CC1=NN(C(C#N)c2ccc(F)cc2)C(C)(C)C1 (stereo unspecified) | -5% | 1.0%

# Later entries:
smiles	M. tuberculosis	PhoP GFP inhibition	H37Rv inhibition	VEEV TC-83 Vero	influenza NS1A
COC(=O)c1ccc(C23CC4(C2)[C@H](CN(CC2CCCCC2)[C@@H]4c2ccccc2)C3c2ccc(C(F)(F)F)cc2)cc1 (stereo partly specified)	12%	11%	25%	·	·
CC(C)CCNC(=O)c1ccc(Cl)c(N)c1	66%	10%	7%	·	·
O=C(NCc1ccccc1Cl)c1ccncc1	12%	-9%	-3%	0.1%	-16%
Cc1cccc(OCC(=O)N(Cc2ccccc2)c2c(N)n(Cc3ccccc3)c(=O)[nH]c2=O)c1	16%	·	-8%	0.6%	-4%
Cc1ccc(NC(=S)NCc2ccccc2Cl)c(C)c1	66%	3%	1%	i	-4%
Nc1ccc(S(=O)(=O)c2ccccc2)nc1	-3%	-12%	2%	1.1%	-7%
O=C(COC(=O)Cc1ccc(S(=O)(=O)N2CCOCC2)s1)NCCc1ccccc1	4%	2%	0%	i	-8%
CC1(C)Cc2c(sc3c2c(=N)n(Cc2ccco2)c(=O)n3Cc2ccc(Cl)cc2)CO1	42%	1%	?	2.2%	6%
COc1ccc(-c2cc3c(=O)n(CC(=O)NCCCN4CCC(Cc5ccccc5)CC4)ncn3n2)cc1	?	9%	24µM*	5.2%	5%
O=C(Nc1ccc(O)cc1)c1ccc(C(=O)c2ccccc2)o1	76%	-4%	-4%	0.7%	25%
O=C(/C=C/c1ccccc1)NNC(=O)c1cccc(Cl)c1	15%	-5%	0%	i	-8%
CCN(CC)S(=O)(=O)c1cccc(-c2nnc(SCC(N)=O)n2CCc2ccccc2)c1	18%	2%	-1%	i	-2%
Cc1ccc(S(=O)(=O)CC(=O)N2CCCC2)cc1	-13%	9%	4%	0.7%	0%
CCOc1ccc(NC(=NCc2ccc3c(c2)OCO3)SC2CC(=O)N(c3ccc(OCC)cc3)C2=O)cc1 (stereo unspecified)	-20%	-3%	-3%	1.1%	7%
Cc1cc(Cl)c(S(N)(=O)=O)cc1OCC(=O)NC1CCCCC1	7%	-7%	-17%	5.0%	11%
N#CCCN(Cc1ccccc1)C(=O)Nc1ccccc1	-4%	2%	2%	1.7%	0%
O=S(=O)(O)c1ccc(NN=Cc2ccccc2O)cc1	·	·	·	0.4%	-8%
CCCCC(=O)Nc1cc(-c2nc3ncccc3o2)ccc1C	-9%	11%	3%	0.9%	-1%
COc1ccc(N(C(=O)CNC(=O)c2cccs2)C(C(=O)NC2CCCC2)c2ccncc2)cc1 (stereo unspecified)	-6%	-12%	6%	i	0%
C/C(=N\NC(=O)c1ccncc1)c1cc2ccccc2o1	·	-6%	?	0.7%	3%
Cn1c(CO)cnc1SCC(=O)c1ccc(F)cc1	-8%	-7%	-3%	0.4%	-7%
COC(=O)CN(C(=S)Nc1ccc(Cl)cc1)C1CC(=O)N(c2ccc(OC)cc2)C1=O (stereo unspecified)	10%	1%	4%	0.8%	-11%
Cc1cc(NC(=O)CCC(=O)N(CCC(C)C)C(C(=O)NC2CCCC2)c2cccnc2)no1 (stereo unspecified)	8%	-4%	2%	3.0%	-2%
O=C(Nc1ccc(Cc2ccncc2)cc1)C1CCC(N2C(=O)C3CCCCC3C2=O)CC1 (stereo unspecified)	20%	-2%	9%	0.4%	6%
COc1ccc(CCNC(=O)CSc2ccc(-c3ccco3)nn2)cc1OC	0%	2%	-5%	0.3%	-3%
COc1ccc(/C=N/N2C(=O)C3C4C=CC(C4)C3C2=O)cc1[N+](=O)[O-] (stereo unspecified)	-9%	0%	10%	0.4%	-2%
Cc1ccc(C(=O)N2CCN(c3ncccn3)CC2)c(C)c1	-7%	-19%	7%	0.3%	6%
CC1=NN(c2ccccc2)C(=O)C1N=Nc1ccc(S(N)(=O)=O)cc1 (stereo unspecified)	30%	-3%	25%	3.4%	1%
Cc1ccc(-c2nnn(CC(=O)N3CCN(c4ccccc4)CC3)n2)o1	7%	20%	2%	i	1%
CCN(C(=O)COC(=O)C1=COCCO1)c1c(N)n(Cc2ccccc2)c(=O)[nH]c1=O	·	·	·	4.9%	-1%
CC(=O)NN1C(=O)/C(=C\c2ccc(C)cc2)SC1=S	7%	0%	-4%	2.3%	0%
COc1cc(NC(=O)C2CCCCN2)ccc1OCC(C)C (stereo unspecified)	3%	-15%	10%	i	1%
COCCOC(=O)c1c(C)oc2ccc(NS(=O)(=O)c3ccc(C(=O)O)cc3)cc12	10%	-16%	11%	4.2%	0%
CCC1(CC)C(=O)NC(=O)NC1=NCCc1ccc(O)cc1	-5%	-3%	-5%	2.9%	-4%
CCN1CCN(c2ccccc2NC(=O)C(C)Oc2ccc(C(C)=O)cc2)CC1 (stereo unspecified)	8%	·	-5%	5.3%	-4%
CCc1nn2c(=O)cc(COc3ccc(/C=C4\C(=N)N5N=C(C)SC5=NC4=O)cc3)nc2s1	56%	-8%	?	0.6%	3%
COc1ccc2[nH]c(O)c(NC(C)=O)c2c1	-3%	1%	-8%	0.7%	16%
O=C(c1ccco1)N1CCN(C(=O)c2oc(=O)c3ccccc3c2-c2ccccc2)CC1	-28%	-7%	-2%	2.5%	2%
CC1CCN(S(=O)(=O)c2ccc3c(c2)N(CC(=O)NCCCN2CCCC(C)C2)C(=O)CS3)CC1 (stereo unspecified)	16%	6%	3%	5.0%	5%
CCCC1=C(C(=O)OCC)C(c2cc(Cl)cc(OC)c2OCc2ccccc2)NC(=O)N1 (stereo unspecified)	17%	-16%	-8%	i	-1%
COc1ccc(/C=N/n2cnnc2SCc2ccc(OC)cc2)cc1	10%	-7%	0%	4.0%	10%
Cc1ccc(SCC(=O)OCC(=O)N(CCC#N)c2ccccc2)cc1	11%	·	-5%	2.1%	-4%
CCOc1cccc(C(=O)Nc2cccnc2)c1	1%	9%	-6%	8.2%	-24%
Cc1ccc2c(C)c(C(=O)NCC(C)(C)N3CCOCC3)oc2c1C	15%	1%	0%	3.2%	-4%
CCN1CCN(C(c2cccs2)C(C)NS(=O)(=O)c2ccc(Br)cc2)CC1 (stereo unspecified)	4%	5%	-3%	i	5%

# Screening results (PubChem BioAssay)
